DT40 TDP1 no CPT – qHTS for Inhibitors of human tyrosyl-DNA phosphodiesterase 1 (TDP1): qHTS in cells in absence of CPT; DT40 Tdp1-/- hTDP1 cells, no CPT, ATP luminescence, 48 h; Potency, µM (series often up to 46.2 µM), for inactives: at the highest dose activity change, negative = growth inhibition, most hits filed as inhibitors; 420,000 tested, 15% active; also: nearly all actives have a fitted effect of over 55% in size
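Compound effects on proliferation are scored in DT40 Tdp1-/-;hTDP1 cells in the absence of CPT. ATP levels (CellTiter-Glo luminescence) are recorded after a ≥48 hr, 37 °C incubation.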
KAT2A inh – inhibitors of human GCN5L2 histone acetyltransferase; Q92830; GCN5L2 HAT assay, ThioGlo1 CoA-SH fluorescence; Potency, µM (titrated, usually from 58.9 µM), without a hit: top-dose activity change, negative = inhibition, actives largely listed as inhibitors; 390,000 tested, 0.21% active; AID 504327
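GCN5L2 (20nM final) in 50mM HEPES, 0.1mM EDTA pH 7.5, 0.01% Tween-20 was preincubated 15 min at room temperature with compound, then given ThioGlo1 (50uM), H3(1-25) peptide (75uM) and acetyl-CoA (70uM); CoA-thiol fluorescence (Ex340/Em540) was read at 0 and 20 min.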
TDP1 block – blocks human tyrosyl-DNA phosphodiesterase 1; Q9NUW8; 350,000 tested, 0.28% active; recombinant TDP1, AlphaScreen DNA substrate cleavage; AID 485290; Potency, µM (titrated, usually from 130 µM), inactives show at the highest dose activity change, negative = inhibition, usual class: inhibitors; also: nearly all actives have a fitted effect of over 40% in size
Target sequence (Q9NUW8 whole entry, looked up): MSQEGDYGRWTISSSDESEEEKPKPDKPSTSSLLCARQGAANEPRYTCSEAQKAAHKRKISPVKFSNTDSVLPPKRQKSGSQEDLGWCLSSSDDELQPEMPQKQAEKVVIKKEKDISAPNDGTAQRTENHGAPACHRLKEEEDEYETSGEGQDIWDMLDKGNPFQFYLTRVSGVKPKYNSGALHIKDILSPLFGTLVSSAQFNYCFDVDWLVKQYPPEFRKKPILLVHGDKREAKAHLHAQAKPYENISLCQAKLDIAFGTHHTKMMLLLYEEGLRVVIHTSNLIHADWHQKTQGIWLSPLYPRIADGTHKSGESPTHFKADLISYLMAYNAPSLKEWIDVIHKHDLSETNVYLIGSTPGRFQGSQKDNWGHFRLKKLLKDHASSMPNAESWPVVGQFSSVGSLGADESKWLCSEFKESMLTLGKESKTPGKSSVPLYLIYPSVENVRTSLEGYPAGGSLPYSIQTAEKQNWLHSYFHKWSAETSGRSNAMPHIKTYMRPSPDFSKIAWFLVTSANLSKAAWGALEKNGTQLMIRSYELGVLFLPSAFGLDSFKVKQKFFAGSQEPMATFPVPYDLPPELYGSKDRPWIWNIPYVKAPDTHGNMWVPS
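Recombinant E. coli-expressed Tdp1 (1 nM) preincubated with compound 15 min at RT, then 5'-biotin/3'-phosphotyrosine-FITC DNA substrate (15 nM) added for 5 min. AlphaScreen beads (10 ug/ml) added, 10 min RT; tyrosine-FITC cleavage read as signal loss.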
* marks the source's active call; other numbers are inactive results; ? = inconclusive; · = no result given; [ ] = dose if it differs, or a comment. Calls follow the shape of the dose curve; as a rule, active = well fitted curve in the direction sought with a large enough effect; inconclusive = small, poorly fitted or top-dose-only effect, or another doubt; inactive = no such curve, though single readings can be large; an effect the other way counts as inactive or inconclusive. % is scaled to controls: 0 for no effect and ±100 for the full control effect; potency is read from the fitted curve at half-maximal effect. The list is partial; the hit share may differ from the screen's.

Structure	TDP1 block	DT40 TDP1 no CPT	KAT2A inh
O=C(N/N=C/C(Br)=C\c1ccccc1)c1ccco1	4%	9.2µM*	-4%
CC(C)C(NC(=O)c1ccccc1NC(=O)C(C)(C)C)C(=O)N1CCOCC1 (centres undefined)	0%	-4%	-4%
COc1ccc(Nc2nnc(-c3ccc(O)cc3)c3ccccc23)cc1C(N)=O	6%	?	-19%
O=C(Cn1c(=O)n(CCC(=O)N2CCc3ccccc3C2)c(=O)c2ccccc21)NCC1CCCO1 (centres undefined)	2%	-17%	0%
O=C(NC1CCCCC1)C1c2ccccc2C(=O)N1Cc1ccco1 (centres undefined)	0%	3%	1%
CCC1(C)Cc2c(sc3nc(SC)[nH]c(=S)c23)CO1 (centres undefined)	·	?	-10%
COC(=O)c1ccc(NC(=O)CSc2nnc(C3CC3)n2C)cc1	11%	-18%	1%
COC(=O)c1ccccc1NC(=O)Cn1c(=O)n(CCCC(=O)NCCc2ccc(OC)c(OC)c2)c(=O)c2ccccc21	-3%	-8%	-4%
O=C(Nc1ccc(N2CCOCC2)cc1)NC1CCCCC1	2%	-1%	-8%
O=C(c1cccc(OC(F)F)c1)N1CCN(c2ncccn2)CC1	3%	9%	4%
CCc1ccccc1NC(=O)CSc1nnc(-c2cc(OC)c(OC)c(OC)c2)o1	6%	-24%	-2%
CCC(Sc1nnc(-c2ccc(OC)c(OC)c2)c(-c2ccc(OC)c(OC)c2)n1)C(=O)NC1CCCC1 (centres undefined)	5%	?	-6%
Oc1ccc(Cl)cc1CNc1ccccn1	·	-11%	-6%
Cc1ccc(NC(=O)Cn2cc(S(=O)(=O)c3ccc(C)cc3)c(=O)c3cc(F)ccc32)cc1	1%	-25%	1%
CSc1ccccc1C(=O)NC1CCCCCC1	2%	?	-8%
O=C(NN=c1c(=O)c2ccccc2c1=O)c1ccccc1	1%	18µM*	23%
C/C(=N/NC(=O)CNC(=O)Cc1ccccc1)c1ccc(Cl)cc1	4%	2%	1%
COc1ccc(C(=O)NNC(=S)NC(=O)c2ccc(Br)o2)cc1OC	-3%	?	1%
O=C(CNC(=O)Cc1ccccc1)N=Nc1c(O)[nH]c2ccccc12	0%	-24%	-7%
COc1cc(NC(=S)N2CCN(c3ccccn3)CC2)cc(OC)c1	0%	-17%	-3%
COc1ccc2oc(C(=O)Nc3ccccn3)c(C)c2c1	0%	-23%	?
O=C(Nc1ccc(Cl)c(Cl)c1)C1=Cc2ccccc2OC1	0%	23µM*	-5%
CN1[C@@H]2CC[C@H]1CC(OC(=O)c1c[nH]c3ccccc13)C2 (some centres undefined)	4%	?	-11%
CCCSc1nc(-n2ncc(C#N)c2N)c2c3c(sc2n1)CCC(C)C3 (centres undefined)	3%	-28%	-11%
Cc1c(/C=N/NC(=O)c2cc(Br)ccc2O)c(=O)n(C)c(=O)n1C	15%	-11%	-1%
Cc1cc(C(=O)N/N=C2\CC(=O)CC(C)(C)C2)c(C)n1-c1ccccc1	-3%	0%	-10%
Cc1cc(N/N=C\c2ccccc2)nc(-c2ccccc2O)n1	1%	?	?
COc1ccc(CNC(=O)C(C)N2Cc3ccccc3C2=O)cc1 (centres undefined)	-2%	-20%	3%
Cc1cc(C(=O)Nc2ccc(Br)cc2F)n(-c2ccccc2)n1	·	-12%	2%
Cc1nc2sc(C(c3ccc(F)cc3)N3CCOCC3)c(O)n2n1 (centres undefined)	0%	-5%	?

Further entries.
Structure	TDP1 block	DT40 TDP1 no CPT	KAT2A inh
COc1ccc(C(=O)N/N=C\c2ccc(OC)c(COc3ccccc3Br)c2)c(OC)c1	5%[56.1 µM]	?	?
Cc1ccc(C)c(C(=O)N(Cc2nc(-c3ccc(Cl)cc3)no2)C(C)C)c1	5%	18µM*	-17%
CC1c2cc3c(cc2CCN1C(=O)c1cccc(F)c1)OCCCO3 (centres undefined)	8%	?	-20%
Cc1cc(OC(=O)c2ccc(Cl)cc2Cl)nc(C)n1	2%	-6%	3%
COc1ccc2[nH]c(C)c(C(=O)CN3CCOCC3)c2c1	5%	0%	-2%
CC(=O)Nc1ccc(NC(=O)CSc2nnc(-c3cc4ccccc4o3)n2C)cc1	·	3%	-3%
Cc1ccc(C2Nc3cc(C)c(C)cc3-n3c(-c4ccccc4)c4c(=O)n(C)c(=O)n(C)c4c32)o1 (centres undefined)	11%	9.2µM*	1%
O=S(=O)(c1ccc(Cl)cc1)N1CCN=C1SCc1cccc(Cl)c1	-10%	?	-5%
Cc1ccc(NCc2cccn2-c2nnc(N3CCC(C(=O)NCCc4ccccc4)CC3)s2)cc1	4%	?	-5%
COCc1cc(N2CCN(c3ccccc3F)CC2)nc(-c2ccccc2)n1	-2%	12µM*	-11%
CC(Sc1nnnn1-c1ccccc1)C(=O)Nc1ccc(Cl)cn1 (centres undefined)	-5%	-27%	-22%
O=C(CSc1ncn[nH]1)c1ccc2c(c1)OCCO2	7%	-26%	-11%
CCc1ccc(C(=O)Nc2cc3c(cc2Cl)OCCCO3)cc1	2%	?	-2%
O=C(Cn1nnc2ccccc2c1=O)NCc1ccc(Cl)cc1	5%	-27%	-7%
COc1ccc(CNC(=O)CN(C(=O)CCC(=O)Nc2ccccn2)c2ccccc2OC)cc1	1%	?	-6%
CC(=O)c1ccc(N2CCN(c3ccc(S(=O)(=O)NCCN(C)C)cc3[N+](=O)[O-])CC2)cc1	-1%	?	1%
c1nnnn1C12CC3CC(CC(C3)C1)C2	8%	-11%	-4%
CCOC(=O)N1CCN(C(=O)c2ccc(Cn3c(=S)[nH]c4cc(C(=O)OC)ccc4c3=O)cc2)CC1	3%	8.2µM*	-4%
O=C(O)c1ccccc1C(=O)Nc1cccc([N+](=O)[O-])c1	4%	-7%	2%
O=C(N/N=C/c1cccc(O)c1)c1ccc(COc2ccc3c(c2)CCC3)o1	11%	?	-6%
Cc1[nH]n(C(N)=S)c(=O)c1N=Nc1ccc(Cl)cc1Cl	·	0%	-11%
CCOc1ccc(/C=N/NC(=O)c2ccc(CSc3nc4ccccc4[nH]3)cc2)cc1	-1%	23µM*	-2%
CC(C)CC[n+]1ccn(-c2nc3ccccc3nc2[N-]S(=O)(=O)c2ccccc2)c1	·	-10%	33%[activator]
COCCCC1CCN(C(=O)c2cc(COc3cc(C)ccc3C)on2)CC1	-8%	?	-12%
CC(C)(C)C(=O)Oc1ccc2cc(-c3ccc4ccccc4n3)c(=O)oc2c1	-3%	?	27%
OC(COc1ccccc1)CN1CCN(c2ncccn2)CC1 (centres undefined)	1%	-3%	2%
O=C(O)c1ccc(Cl)c(S(=O)(=O)NCC2CCCO2)c1 (centres undefined)	1%	?	-15%
COc1ccc(-c2nnc(NC(=O)CSc3ccccc3)s2)cc1OC	8%	?	4%
COc1ccc(NC(=O)Cn2c(=O)n(CCC(=O)NCc3ccccc3OC)c(=O)c3ccccc32)cc1Cl	5%	?	-1%
Cc1onc(-c2c(Cl)cccc2Cl)c1C(=O)c1c[nH]c(C(=O)NCCCN2CCOCC2)c1	4%	-28%	-2%

The list goes on.
Structure	TDP1 block	DT40 TDP1 no CPT	KAT2A inh
COc1ccc(N(C)S(=O)(=O)c2ccc3c(c2)oc(=O)n3C)cc1	-1%	4%	3%
Cc1ccc(C)c(NC(=O)CSc2nc(C)cc(C)c2C#N)c1	1%	-1%	-6%
CCN(C[C@H]1N[C@@](Cc2ccccc2)(C(=O)OC)[C@H]2C(=O)N(C)C(=O)[C@@H]12)C(=O)Nc1ccc(F)cc1	3%	-21%	1%
CCn1c(CCc2ccccc2)nc2ccccc21	·	?	-2%
O=C(c1cccs1)c1cn(CCOc2ccccc2F)c2ccccc12	5%	18µM*	-3%
Cc1cccc(OCCc2c(C)[nH]c(=S)[nH]c2=O)c1	2%	16µM*	-7%
COc1ccccc1CNC(=O)C1CCN(Cc2cc3ccccc3n2Cc2cccc(C)c2)CC1	0%	18µM*	-9%
COc1cc2oc(=O)ccc2cc1[C@H](O)[C@@H](O)C(C)(C)O	0%	-3%	-3%
COC(=O)c1c(NC(=O)c2ccc(S(=O)(=O)N(C)C3CCCCC3)cc2)sc2c1CCN(C)C2	3%	-106%	-5%
COc1ccccc1NC(=O)CSCC(N)=O	0%	-1%	0%
COc1ccc(OCCCC(=O)ON=C(N)c2ccccc2Cl)cc1	-4%	15%	-14%
Cc1cc(C(=O)COc2ccc(Br)cc2F)c(C)n1C1CC1	5%	3.3µM*	0%
CCN(CC)C(=O)CSc1nnc(CNc2ccc(F)cc2)n1Cc1ccco1	5%	0%	4%
Cc1cc2oc(=O)cc(-c3ccccc3)c2c(C)c1-c1ccc(N(C)C)cc1	5%[56.1 µM]	?	-9%
Cc1ccc(NC(=O)C2CCCN2S(=O)(=O)c2ccc3nc(-c4ccccc4)[nH]c3c2)cc1C (centres undefined)	5%	23µM*	-24%
N#Cc1cccc(NC(=O)C2CCN(S(=O)(=O)c3ccc4[nH]c(=O)ccc4c3)CC2)c1	-7%	-15%	-3%
CN(C)c1ccc(C(=O)c2ccc(O)cc2O)cc1	7%	?	-11%
NC1=NC(=O)/C(=C/c2cccs2)S1	-6%	-22%	-2%
COC(=O)c1cc(C)nc2c1C(=O)C(=O)C=C2N1CCOCC1	-4%	1µM*	-17%
COCCN(C(=O)COC(=O)/C=C/c1ccc(OC)c(OC)c1)c1c(N)n(Cc2ccccc2)c(=O)[nH]c1=O	·	-3%	1%
COc1ccccc1OCCC(=O)O	-3%	10%	-6%
CCOC(=O)N1CCN(C(=O)COC(=O)c2ccc(O)cc2O)CC1	8%	-14%	1%
S=C(NNC(=S)Nc1ccccc1)Nc1ccccc1	·	3.3µM*	-3%
COc1cccc2[nH]c3c(N4CCC(C)CC4)ncnc3c12	8%	18µM*	-3%
CN(CC(=O)NCc1ccc(F)cc1)S(=O)(=O)c1cccc2nsnc12	1%	6%	-18%
O=C(Nc1nc2cc3c(cc2s1)OCCO3)c1ccc(N2C(=O)CCC2=O)cc1	·	-19%	-19%
CC(=O)C1=C(c2ccccc2)NC(=O)NC1c1ccccc1OCC(=O)NCc1ccccc1 (centres undefined)	7%	-20%	-1%
CCC1CCCCN1C(=O)COc1ccc2c(c1)OCO2 (centres undefined)	5%	12%	-2%
CCN1CCN(CC(=O)Nc2nc3ccccc3s2)CC1	·	11%	-2%
O=C(NCc1cccnc1)Nc1ccccc1F	2%	-2%	-4%

3 records picked at random from those above:
Structure	TDP1 block	DT40 TDP1 no CPT	KAT2A inh
Cc1cccc(OCCc2c(C)[nH]c(=S)[nH]c2=O)c1	2%	16µM*	-7%
COc1ccc(Nc2nnc(-c3ccc(O)cc3)c3ccccc23)cc1C(N)=O	6%	?	-19%
O=C(N/N=C/c1cccc(O)c1)c1ccc(COc2ccc3c(c2)CCC3)o1	11%	?	-6%

The listing picks up with the 3 entries that preceded the break.
Structure	TDP1 block	DT40 TDP1 no CPT	KAT2A inh
CCC1CCCCN1C(=O)COc1ccc2c(c1)OCO2 (centres undefined)	5%	12%	-2%
CCN1CCN(CC(=O)Nc2nc3ccccc3s2)CC1	·	11%	-2%
O=C(NCc1cccnc1)Nc1ccccc1F	2%	-2%	-4%
COc1ccc2c(c1)c(=O)oc1c(C)c(OCc3ccc(C(=O)O)cc3)ccc12	·	?	-11%
CCOCCCN(C)C1CCN(C(=O)c2oc3ccccc3c2NC(=O)c2cccc([N+](=O)[O-])c2)CC1	3%	-26%	-2%
Cc1ccc(N=Cc2ccc(N(C)C)cc2)cc1C	0%	5%	-14%
CCOc1ccc(S(=O)(=O)NCCC(=O)N2CCCN(C)CC2)cc1	4%	3%	-2%
COc1ccccc1NC(=O)N1CCN(c2cccc(C(F)(F)F)c2)CC1	2%	?	-3%
COc1ccc(NC2CCCN(C(=O)c3ccccc3C(F)(F)F)C2)cc1 (centres undefined)	7%[56.1 µM]	?	-10%
O=C(CN1C(=O)COc2ccc(S(=O)(=O)N3CCCC3)cc21)N1CCN(c2ccccc2)CC1	0%	?	0%

Screening data deposited in PubChem BioAssay by National Center for Advancing Translational Sciences (NCATS).
